PI4K2A block = inhibitors of human PI4K2A; Q9BTU6; purified PI4K2A, ADP-Glo luminescence, 1 h; active compounds read low; activity change, negative = inhibition, % at 76.9 µM; 420,000 tested, 0.13% active; in the data active = activity change below about -50%; inconclusive = mostly about -30% to -49%;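 note: -100% = wells without enzyme as full effect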
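PI4K2A activity was measured by ADP-Glo luminescence: enzyme (4 ug/mL stock) and phosphatidylinositol (1.2 mM stock) in Tris pH 7.5/MgCl2/EGTA/Triton X-100 buffer were reacted with ATP (300 microM stock) for one hour at ambient temperature.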
LDHA inh = LDHA (human) enzyme inhibition; purified LDHA, NADH/diaphorase-resazurin fluorescence; active compounds read low; activity change, % (values are at about 110 or 230 µM); 480,000 tested, 0.15% active; in the data active = activity change below about -30%; inconclusive = mostly about -25% to -30%;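 note: plate controls were DMSO wells for no effect and wells without enzyme for full effect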
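LDH5 2 nM; NADH 0.06 mM, pyruvate 0.2 mM; 200 mM Tris pH 7.4, EDTA, Tween-20; 5 min RT. Detection: diaphorase 0.133 mg/mL + resazurin 37 µM, fluorescence ex540/em590 at 0 and 20 min; normalized to enzyme-free and DMSO wells.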
TrxR1 substrate = rat thioredoxin reductase 1 substrate activity; O89049; purified TrxR1 substrate turnover, NADPH consumption readout; Potency, µM (highest dose often 114 µM), without a hit: at the highest dose activity change, negative = substrate turnover; 390,000 tested, 0.01% active; note: potency is the fitted concentration of half-maximal effect; % is set by controls: 0 for no effect and ±100 for the full control effect; nearly all actives have a fitted effect of over 50% in size
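Rat TrxR1, dispensed at 90 nM, was prereduced with 400 uM NADPH (final) for 5 min at ~22 deg C, then incubated with compound 15 min before 400 uM selenite. A first-read NADPH fluorescence drop versus no-compound background flagged substrates.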
Vif-A3G inh = blocks the Vif interaction with human APOBEC3G; Potency, µM (series often up to 46.1 µM), without a hit: top-dose activity, negative = active, most hits filed as inhibitors; HeLa A3G-eYFP + Vif (tagged APOBEC3G with the HIV-1 protein that degrades it), YFP fluorescence, overnight; AID 602310; 410,000 tested, 0.076% active;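 note: potency is the fitted concentration of half-maximal effect; % is set by controls: 0 for no effect and ±100 for the full control effect; nearly all actives have a fitted effect of over 60% in size; hits raise eYFP signal because A3G escapes Vif-driven loss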
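HeLa cells stably expressing Vif and C-terminally eYFP-tagged A3G, seeded overnight at 37 deg C, then exposed to compound by pintool overnight at 37 deg C. Rise in yellow fluorescence (Ex 488/Em 500-530, Acumen) marks blocked Vif-driven A3G degradation.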
USP1-UAF1 inh = inhibitors of human USP1/UAF1 deubiquitinase; Potency, µM (top dose mostly 57.1 µM), inactives show at the top dose activity change, negative = inhibition, usual class: inhibitors; 390,000 tested, 0.23% active; recombinant USP1/UAF1, Ub-Rhodamine cleavage fluorescence; AID 743255; note: potency is the fitted concentration of half-maximal effect; % is set by controls: 0 for no effect and ±100 for the full control effect; nearly all actives have a fitted effect of over 60% in size; inactives centre near -12
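In this screen, compounds sit with the deubiquitinase complex (1nM) for 15 min at room temperature before Ub-Rho is added at 150nM final. Fluorescence rise is then followed for 6 reads every 60 seconds.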
mIDH1 inhibitor = inhibitors of human mutant IDH1 R132H. Potency, µM (doses to about 76.6 µM), without a hit: at the highest dose activity change, negative = inhibition, usual class: inhibitors. 390,000 tested, 0.093% active. IDH1-R132H enzyme, NADPH consumption, diaphorase/resazurin fluorescence. O75874; note: potency is the fitted concentration of half-maximal effect; % is set by controls: 0 for no effect and ±100 for the full control effect; nearly all actives have a fitted effect of over 65% in size
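IDH1-R132H (0.5 ug/mL) preincubated 30 min with compound, then NADPH (0.016 mM) and alpha-KG (2 mM) added; 80 min at RT, pH 7.5. Remaining NADPH coupled via diaphorase/resazurin to fluorescence (540/590 nm); concentration-response curves normalized to no-enzyme control.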
Glioma ERSR ind = ER stress response induction in glioma. Potency, µM, inactives show top-dose activation, actives largely listed as activators. U87-MG GRP78 promoter luciferase reporter, 16 h. 420,000 tested, 0.02% active. AID 602332; note: potency is the fitted concentration of half-maximal effect; series mostly up to about 76 µM; % of control where 0% means no effect; nearly all actives have a fitted effect of over 35% in size
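Stably transfected U87-MG glioma cells carrying a GRP78-based luciferase sensor; 16 h compound incubation. Luminescence end-point read 10 min after Bright-Glo addition at room temperature.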
RXFP1 ag = activates the human relaxin receptor RXFP1; Q9HBX9; HEK293T-RXFP1 cAMP TR-FRET, 30 min; response scale: percent of porcine relaxin response, buffer zero; Potency, µM (top dose mostly 57.5 µM), for inactives: top-dose activation, most hits filed as activators; 370,000 tested, 0.3% active; AID 2676; note: potency is the fitted concentration of half-maximal effect; % is set by controls: 0 for no effect and ±100 for the full control effect; nearly all actives have a fitted effect of over 60% in size; many of its hits are not listed in these tables
Target sequence (Q9HBX9 whole entry, looked up): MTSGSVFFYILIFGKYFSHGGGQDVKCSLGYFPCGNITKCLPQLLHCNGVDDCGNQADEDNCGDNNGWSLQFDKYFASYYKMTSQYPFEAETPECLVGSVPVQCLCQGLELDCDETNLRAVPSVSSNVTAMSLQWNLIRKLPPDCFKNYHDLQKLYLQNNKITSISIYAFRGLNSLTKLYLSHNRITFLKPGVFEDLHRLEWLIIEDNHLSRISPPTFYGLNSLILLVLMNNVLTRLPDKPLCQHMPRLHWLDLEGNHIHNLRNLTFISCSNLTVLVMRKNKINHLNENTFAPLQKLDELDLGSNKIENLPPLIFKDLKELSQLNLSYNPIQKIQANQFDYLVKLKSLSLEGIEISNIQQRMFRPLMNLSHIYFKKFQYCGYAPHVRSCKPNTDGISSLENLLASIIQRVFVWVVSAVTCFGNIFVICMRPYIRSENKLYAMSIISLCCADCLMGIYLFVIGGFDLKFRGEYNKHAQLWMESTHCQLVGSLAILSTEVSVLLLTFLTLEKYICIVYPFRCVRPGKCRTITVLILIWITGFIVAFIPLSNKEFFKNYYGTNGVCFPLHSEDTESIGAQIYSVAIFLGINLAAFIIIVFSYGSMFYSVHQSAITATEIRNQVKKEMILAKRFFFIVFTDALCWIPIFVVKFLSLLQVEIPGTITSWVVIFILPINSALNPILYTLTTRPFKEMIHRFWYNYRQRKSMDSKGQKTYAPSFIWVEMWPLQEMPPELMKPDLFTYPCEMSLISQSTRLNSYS
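HEK293 cells stably expressing RXFP1, treated 30 min at 37C with compounds plus PDE4 inhibitor Ro 20174; cAMP measured by HTRF TR-FRET. Normalized to buffer and 29 nM porcine relaxin; EC50 by Hill fit.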
Vif-APOBEC3F blk = blocks the Vif interaction with APOBEC3F; Potency, µM (titrated, usually from 46.1 µM), without a hit: top-dose activity, negative = active; HeLa A3F-eYFP + Vif (tagged APOBEC3F with the HIV-1 protein that degrades it), YFP fluorescence increase; 390,000 tested, 0.2% active; note: potency is the fitted concentration of half-maximal effect; % of control where 0% means no effect; nearly all actives have a fitted effect of over 65% in size
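HeLa cells stably expressing Vif plus C-terminally eYFP-tagged A3F were seeded, incubated overnight at 37 deg C, dosed with compound, incubated overnight again at 37 deg C. Yellow fluorescence (Ex 488/Em 500-530) reported blocked Vif-mediated A3F-eYFP degradation.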
The depositor's hits bear a star; ? = inconclusive; / = not tested or not shown; [ ] = dose if it differs, or a comment. Unless noted, calls come from the whole dose curve; as a rule, active = well fitted curve in the direction sought with a large enough effect; inconclusive = small, poorly fitted or top-dose-only effect, or another doubt; inactive = no such curve, though single readings can be large; an effect the other way counts as inactive or inconclusive. A portion of the library, so the mix of outcomes need not match the whole.

SMILES | PI4K2A block | LDHA inh | TrxR1 substrate | Vif-A3G inh | USP1-UAF1 inh | mIDH1 inhibitor | Glioma ERSR ind | RXFP1 ag | Vif-APOBEC3F blk
CC(C)Cn1nc(NS(=O)(=O)c2cccc3nonc23)c2cc3ccccc3nc21 | 6 | -9 | -10% | 2% | -23% | -1% | 3% | 1.1% | 2%
c1csc(CCCN2CCCCC2)c1 | -4 | -9 | 19%[57.1 µM] | 1% | -11% | 6% | -4% | / | -3%
O=C(N=C1SC2CS(=O)(=O)CC2N1c1cc(Cl)ccc1Cl)C1CCCO1 (configuration not stated) | -6 | -4 | -1% | 0% | -16% | -6% | 0% | 0.1% | -4%
Cc1cc(C)n(CC(=O)Nc2ccc([N+](=O)[O-])cc2)n1 | -4 | -2 | -1% | 0% | -1% | 4% | -3% | 0.7% | -1%
COc1ccc(N2CCN(C(=O)CSc3nnc4c(C)cc5ccccc5n34)CC2)cc1 | 0 | 5 | 4% | -3% | -5% | 3% | -4% | 6.2% | -3%
Cc1ccc(NC(=O)CS(=O)CC(=O)N2CCN(c3ccccc3)CC2)cc1 (configuration not stated) | 1 | -3 | -8% | 1% | -12% | 5% | 1% | 0.3% | 2%
COc1ccc(CNC(=O)COC(=O)c2c(NC(C)=O)sc(C)c2C)cc1OC | 1 | 2 | / | -7% | -14% | 2% | -7% | / | -21%
Cc1c(NC(=O)c2cccc(S(=O)(=O)N3CCOCC3)c2)c(=O)n(-c2ccccc2)n1C | -2 | -3 | -5% | 1% | ? | -2% | -1% | 1.0% | -11%
COCCCn1cnc2c(c1=O)c1nc3ccccc3nc1n2CCc1ccccc1 | 4 | 1 | 94%[activator] | 0% | -17% | 2% | -7% | -1.6% | 7%
Cn1cccc1Cc1nnc(SCC(=O)Nc2ccccc2)n1-c1ccc(F)cc1 | -2 | 4 | -12%[57.1 µM] | 0% | -16% | 11% | -3% | 0.5% | 0%
CC1=CC(C)(C)Nc2ccc(OC(=O)CN3C(=O)c4cccc5cccc(c45)C3=O)cc21 | 1 | 22 | 9% | ? | ? | 16% | -6% | 3.6% | ?
O=C(CSc1nccn1-c1cccc(Cl)c1)Nc1cccc(C(F)(F)F)c1 | 5 | 3 | -1%[57.1 µM] | 3% | -19% | 12% | -4% | 0.7% | -5%
Cc1ccc(Nc2ccc(C(=O)NCCc3ccccc3)cn2)cc1 | 1 | 6 | 2% | 0% | -19% | 2% | 4% | 4.1% | -3%
CC1=C(C(=O)Nc2ccccc2)C(c2ccccc2)n2nc(-c3ccco3)nc2N1 (configuration not stated) | -10 | 1 | 5% | -12% | ? | 14% | -3% | 0.5% | -12%
O=C(NCCCN1CCCC1=O)c1ccc2c(c1)NC(=O)c1ccccc1S2 | -3 | -8 | 9%[57.1 µM] | 2% | -11% | -5% | -1% | -0.2% | -7%

As entered above.
mIDH1 inhibitor with Cc1c(NC(=O)c2cccc(S(=O)(=O)N3CCOCC3)c2)c(=O)n(-c2ccccc2)n1C stands at -2%
Glioma ERSR ind with COc1ccc(CNC(=O)COC(=O)c2c(NC(C)=O)sc(C)c2C)cc1OC stands at -7%

The list continues.
SMILES | PI4K2A block | LDHA inh | TrxR1 substrate | Vif-A3G inh | USP1-UAF1 inh | mIDH1 inhibitor | Glioma ERSR ind | RXFP1 ag | Vif-APOBEC3F blk
COC(=O)C1CCN(S(=O)(=O)c2ccc(OC)cc2)CC1 | -10 | -5 | 7%[57.1 µM] | 2% | -16% | 5% | -5% | 1.7% | 2%
O=[N+]([O-])c1ccccc1C=CC=NN=Cc1ccccc1O | 10 | 2 | -5%[57.1 µM] | 0% | -19% | 2% | -1% | / | -23%
CCO[C@@H]1OC(C(=O)N2CCN(C)CC2)=C[C@H](C2CCCCC2)[C@H]1CCCO | 0 | 0 | 9% | 0% | ? | 21% | -3% | -0.1% | -5%
Cc1nc(CC(=O)Nc2cccc(C)c2C)cs1 | 0 | -11 | 5% | -5% | -11% | 16% | 1% | -0.8% | 0%
CCN(CC)c1ccc(NC(=O)CSc2nnc(C)c(=O)[nH]2)cc1 | 2 | 23 | 3% | 0% | -13% | 15% | -3% | -2.7% | 1%
CCOc1ccc(C(=O)NC(=S)Nc2ccc(NC(=O)CC)cc2)cc1[N+](=O)[O-] | 2 | 0 | 1% | -1% | -4% | -5% | -1% | 0.7% | 0%
O=S(=O)(c1ccc2ccccc2c1)n1cccn1 | 0 | 2 | 9% | -11% | -27% | -8% | -2% | -0.2% | 4%
O=S(=O)(c1ccc(F)c(F)c1)N1CCCCCCC1 | 3 | -2 | / | -2% | -12% | -4% | -4% | / | -3%
CCOc1ccc(NC(=O)Nc2ccc(NC(C)=O)cc2)cc1 | 3 | -3 | 6% | 3% | ? | 8% | -1% | -2.7% | 2%
O=C(Nc1nc2c(F)cc(F)cc2s1)C1CC(=O)N(Cc2ccco2)C1 (configuration not stated) | -8 | -3 | 6% | -9% | -23% | -2% | 2% | 0.3% | -6%
Cc1cc(C)c(-c2cc(C(=O)Nc3cc(C)ccc3C)[nH]n2)c(O)c1 | 0 | -5 | -2% | 0% | -18% | -1% | 18% | 0.9% | 3%
Cc1ccc(CNC(=O)CCCNC(=O)c2ccc(Cl)cc2)n1C | -3 | 5 | 4%[57.1 µM] | 1% | -15% | -2% | 2% | -0.4% | 1%
CCOC(=O)c1ccc(-n2c(CCC(=O)O)ccc2-c2ccccc2)cc1O | -3 | 2 | 2% | -5% | -27% | ? | 1% | 0.6% | 3%
COC(=O)C(Cc1ccccc1)NC(=O)CCC(=O)NC(C)CCc1ccccc1 (configuration not stated) | -1 | 0 | 0% | 2% | -22% | 14% | -4% | -1.0% | -1%
COc1ccc(C)cc1S(=O)(=O)NCCN1CCOCC1 | 5 | 0 | -11%[57.1 µM] | 6% | -14% | 2% | -3% | 2.0% | 11%
CCNC(=O)c1cc(S(=O)(=O)N2CCSCC2)ccc1OC | -1 | -4 | 7% | 2% | -21% | 0% | -4% | -1.4% | -4%
CCOc1ccc(NC(=O)Cn2cc(S(=O)(=O)NC)c(S(=O)(=O)NC)c2)cc1 | 2 | -6 | -1% | 2% | -15% | -15% | -1% | -0.2% | 0%
C#CCNC(=O)C1=C[C@@H](C(C)(C)C)C[C@@H](OCc2ccc(CO)cc2)O1 | 4 | 0 | 2% | -3% | -10% | -2% | -4% | 1.3% | -5%
O=C(CNS(=O)(=O)c1ccccc1)OCC(=O)c1cccc([N+](=O)[O-])c1 | -4 | -12 | 6%[57.1 µM] | -4% | -19% | 15% | -3% | 0.0% | 11%
O=C(O)C1CCC(CNS(=O)(=O)c2ccc(Br)cc2)CC1 (configuration not stated) | 3 | -3 | 13% | 0% | -10% | 5% | -7% | -2.5% | -1%
CC(C)NCC(O)Cn1c2c(c3ccccc31)CCc1c-2cnn1-c1ccccc1 (configuration not stated) | -5 | -1 | 46%[activator][57.1 µM] | -21% | -5% | -3% | -15% | -2.5% | 2%
COCCN(C(=S)Nc1cccc(C)c1C)C(C)c1ccco1 (configuration not stated) | 1 | -7 | 3% | 0% | -19% | 2% | -1% | 0.0% | -3%
O=C(COc1ccc(Br)cc1)NCCCNC(=O)c1cccnc1 | -2 | -5 | 5% | 3% | -12% | -3% | -3% | 7.9% | -5%
COC(=O)CNC(c1ccccc1)c1cc(C)ccc1NS(=O)(=O)c1ccc(C)cc1 (configuration not stated) | -2 | -7 | 2%[57.1 µM] | -1% | ? | 4% | -3% | 2.3% | 20%
COc1ccc(CC(=O)Nc2cccc(-c3ccc4nnc(C)n4n3)c2)cc1OC | 2 | -3 | 1% | -12% | -28% | -5% | -6% | 9.5% | 17%
Cc1cc(C)cc(NC(=O)CC2Oc3ccc(C)cc3NC2=O)c1 (configuration not stated) | -1 | -6 | 2% | 0% | -9% | 13% | -2% | 0.0% | 1%
CC(C)(C)CNC(=O)C1(C)CCN1C(=O)C1(c2ccccc2)CC1 (configuration not stated) | -3 | -7 | / | 1% | / | / | -5% | / | /
Cc1c(C(=O)NCCN(C)C)n(C)c(=O)c2ccccc12 | 0 | -5 | / | 1% | / | / | -2% | / | /
CCOC(=O)C(C)On1c(-n2nc(C)cc2C)nc2ccccc2c1=O (configuration not stated) | -1 | -1 | -13% | 4% | -13% | 19% | -5% | 1.0% | -21%
O=C(CCc1ccc(S(=O)(=O)N2CCOCC2)cc1)Nc1ccc(F)c(F)c1F | 2 | -10 | 0% | 2% | -18% | 0% | -4% | / | 1%
Cc1cc(C)c2ccc(C(=O)O)nc2c1O | -6 | 11 | 5% | -2% | -7% | 0% | -5% | -1.0% | 0%
COc1ccc(OC)c(-c2cc(C(=O)Nc3cccc(Cl)c3)no2)c1 | 1 | 0 | 44%[activator] | -2% | -14% | 0% | 1% | 5.8% | -6%
CSc1ccccc1NC(=O)COC(=O)Cc1ccsc1 | 0 | 0 | 6% | -2% | -8% | 2% | 0% | / | -5%
COc1cc(NC(=S)NCc2cccnc2)c(OC)cc1Cl | -3 | -6 | -6% | -10% | -4% | 2% | -2% | 2.2% | 8%
O=C(C1CC(=O)N(c2ccc3c(c2)OCCO3)C1)N1CCCC(C(F)(F)F)C1 (configuration not stated) | 0 | 4 | -5% | 1% | -16% | 4% | -1% | 1.0% | -3%

Screening results from PubChem.
